PHOSPHO1 inh: inhibitors of human PHOSPHO1 phosphatase; recombinant PHOSPHO1, absorbance phosphatase assay; 290,000 compounds, 1.1% hits; inhibition, % at 13.3 µM; Q8TCT1; in the data active = inhibition above about 60%
Target sequence (Q8TCT1 whole entry, looked up): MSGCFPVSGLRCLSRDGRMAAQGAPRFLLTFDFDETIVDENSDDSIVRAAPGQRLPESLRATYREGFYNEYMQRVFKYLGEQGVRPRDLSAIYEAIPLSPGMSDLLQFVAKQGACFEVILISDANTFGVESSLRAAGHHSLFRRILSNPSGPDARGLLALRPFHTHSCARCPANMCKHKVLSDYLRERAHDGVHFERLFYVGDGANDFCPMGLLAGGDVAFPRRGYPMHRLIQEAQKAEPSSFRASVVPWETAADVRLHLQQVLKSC
IDE cell activ: boosts human insulin-degrading enzyme activity in HEK cells | P14735 | FAbeta-B cleavage, fluorescence polarization; 0% vehicle, 100% cell-free pure enzyme wells | activation, % at 5.96 µM | 340,000 compounds, 0.073% hits;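 active = activation above the mean of all tested compounds plus 3 SD, set per screening campaign, cut at about 17% in these data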
p-CIP stab down: p/CIP protein destabilization. Q05BA5. F442A p/CIP-EGFP cells, EGFP fluorescence, 16 h. 290,000 compounds, 0.01% hits. decrease of EGFP signal, % at 10 µM;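 active = EGFP signal decrease of at least 30% at 10 µM or well 3 SD below plate mean, unless failing retest; inactive = the rest, including hits failing retest or dose response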; note: some compounds called inactive have numbers as strong as hits; many of its hits are not listed in these tables
IDE inh: cellular human IDE inhibition. P14735. HEK cells, FAbetaB cleavage, fluorescence polarization. inhibition, % at 5.59 µM. 320,000 compounds, 0.41% hits. AID 434962;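 active = percent inhibition above the average of all tested compounds plus 3 SD, set per screening campaign, cut at about 16% in these data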;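 note: IDE supplied by intact live HEK cells; FP after avidin binding of uncleaved biotin substrate so inhibition keeps polarization high; 0% = DMSO wells and 100% = 60 µM reference IDE inhibitor Ii1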
CHRM4 PAM: positive allosteric modulators of human muscarinic M4 receptor. P08173. CHO-K1 hM4/Gqi5, Fluo-8 calcium fluorescence, ACh EC20; 0% = ACh EC20, 100% = maximal ACh. activation, % at 3 µM. 360,000 compounds, 0.4% hits;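 active = activation above its plate's cutoff, the mean activation of sample wells plus 3 SD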; note: some results filed as inactive read as strong as hits
GalR3 antagonist: blocks the human galanin receptor 3; HEK293 GalR3-CNG cAMP membrane potential fluorescence; galR3 body fused to GalR1 C-terminus; O60755; 360,000 compounds, 0.44% hits; inhibition, % at 3 µM;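 active = inhibition above the screen-wide average plus 3 SD, cut at about 13% in these data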;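 note: forskolin and galanin both at EC90 stimulate the cells; cAMP rise reported by CNG channel membrane potential dye signal; 0% = forskolin plus galanin with DMSO and 100% = forskolin alone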
CRFBP-R2 block: CRF-BP/CRF-R2 complex antagonism | HEK293 CRF-R2/CRF-BP, CRF-induced calcium fluorescence | inhibition, % at 11.8 µM | 350,000 compounds, 0.59% hits;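 active = inhibition of the ligand-induced calcium signal above about 50% at the single tested concentration, limit read from the data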
MEKK3 PB1 HTS: modulators (inhibitors or enhancers) of MEK5 binding to human MEKK3 PB1 domain; Q99759; bead-based flow cytometry, Alexa488-MEK5 binding to MEKK3; actives lie on both sides; 0 = blocked by unlabeled MEK5, 100 = vehicle; binding response (% of control), % at 10 µM; 290,000 compounds, 1.4% hits; AID 1529;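 active = binding response more than 3 SD above or below the average of its plate-row segment, actives on both sides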;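 note: Alexa488 bead fluorescence after subtracting the streptavidin-only scavenger bead signal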
Target sequence (Q99759 whole entry, looked up, the tested form may be a part): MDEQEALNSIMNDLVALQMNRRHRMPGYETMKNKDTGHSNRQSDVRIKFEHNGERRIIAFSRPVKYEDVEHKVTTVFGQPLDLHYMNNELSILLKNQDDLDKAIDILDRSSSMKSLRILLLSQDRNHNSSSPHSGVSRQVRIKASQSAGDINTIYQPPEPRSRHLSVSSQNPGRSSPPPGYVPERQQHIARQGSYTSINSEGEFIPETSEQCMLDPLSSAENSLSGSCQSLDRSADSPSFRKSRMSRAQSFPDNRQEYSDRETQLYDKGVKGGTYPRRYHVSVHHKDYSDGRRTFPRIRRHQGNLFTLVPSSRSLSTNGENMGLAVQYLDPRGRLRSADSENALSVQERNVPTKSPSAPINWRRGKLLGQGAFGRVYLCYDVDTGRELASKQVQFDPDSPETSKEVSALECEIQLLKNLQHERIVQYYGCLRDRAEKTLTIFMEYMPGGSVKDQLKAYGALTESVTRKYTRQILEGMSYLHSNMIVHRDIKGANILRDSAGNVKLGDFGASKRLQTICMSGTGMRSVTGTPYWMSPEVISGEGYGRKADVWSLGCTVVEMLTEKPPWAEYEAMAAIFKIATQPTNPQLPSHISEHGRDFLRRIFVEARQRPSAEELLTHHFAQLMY
CRFR2-BP ag: agonists of human CRF-binding protein/CRF-R2 receptor complex; 350,000 compounds, 0.46% hits; activation, % at 13.2 µM; HEK293 CRF-R2/CRF-BP, calcium dye fluorescence (FLIPR); percent of saturating CRF peptide response;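 active = activation of at least 50%, plus an integration ratio under a set limit after plate pattern correction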;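 note: plate controls were neutral control wells without compound for no effect and CRF at EC100 for full effect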
* hit, by the source's call; nt = not tested or not shown.

CRFBP-R2 block	CRFR2-BP ag	PHOSPHO1 inh	IDE inh	GalR3 antagonist	IDE cell activ	p-CIP stab down	MEKK3 PB1 HTS	CHRM4 PAM	Compound
18	-1.6	15	3	6	-3	3	99	2	CC(=O)Nc1ccc(S(=O)(=O)NC(CC(=O)NCCc2ccccc2)C(C)C)cc1 (configuration not stated)
21	-1.4	14	5	-1	6	0	100	1	COc1ccc(Cc2nnc(NC(=O)Nc3ccccc3F)s2)cc1
1	-0.3	11	6	-11	-4	-17	106	0	CCCC(=O)N(Cc1cc(=O)[nH]c2ccccc12)c1ccccc1OC
-7	0.7	-18	2	-9	2	0	95	1	COCCN1CCn2c(nc3cc(NS(C)(=O)=O)ccc32)C1
38	-2.1	-14	-1	-7	2	-10	nt	6	Cc1nn(S(=O)(=O)N2CCCCC2)c(C)c1Br
-4	1.1	35	-1	-4	-2	-6	98	3	COC(=O)[C@@H]1C[C@@H]2CC[C@@H](O)C[C@@H]2N1Cc1ccc(OC)cc1
-12	-0.1	-22	1	-6	-4	-2	105	-2	Cc1cccc(/C=C2/Sc3ccc(C(=O)NCCN4CCCC4)cc3NC2=O)c1
-12	0.9	-7	1	1	2	0	96	0	COc1ccc(NC(=O)CSc2[nH]c(=O)cc(C)c2C#N)cc1OC
23	-4.2	7	8	-3	1	2	103	10	COC(=O)c1c(NC(=O)Cc2cccs2)sc2c1CCCC2
-3	-2.9	7	-2	2	4	1	97	17	COc1cc(C(=O)NCc2ccc(C)cc2)ccc1OC(F)F
-15	-0.9	nt	nt	-3	6	nt	nt	2	COc1ccc(CNC(=O)C(C)N2C(=O)NC3(CCCCCCC3)C2=O)cc1 (configuration not stated)
1	-0.4	29	3	0	1	2	107	-2	COc1ccc(NC(=O)CS(=O)(=O)c2cn(CC(=O)N3CCCC3)c3ccccc23)c(OC)c1
38	0.3	-51	0	-3	5	-2	108	-6	CCOc1ncccc1C(=O)Oc1ccc2c(c1)OCO2
-14	1.9	22	-3	-6	2	-15	99	5	Fc1ccc(Nc2nc(N3CCOCC3)nc(N3CCOCC3)n2)cc1Cl
14	1.3	-97	1	-4	3	-10	90	-4	COC(=O)c1cc2sccc2n1CC(=O)Nc1cc(OC)cc(OC)c1
-36	-3.6	23	-2	-3	8	6	101	6	CCCn1ncc(CN2CCC(n3nccc3NC(=O)c3ccccc3Cl)CC2)c1C
-1	-2.5	33	nt	-3	1	-5	105	1	COc1ccc(-c2cc(C(=O)N/N=C(\C)c3cccnc3)c3ccccc3n2)cc1
6	-0.9	nt	2	0	1	nt	95	3	O=C(CCNC(=O)Cn1ccc2ccccc2c1=O)NCCN1CCN(c2ccccc2F)CC1
4	-1.4	3	0	-3	0	0	88	-3	Cc1ccc(-c2c[n+](CC(=O)OCc3ccccc3)c3n2CCC3)cc1
-7	-0.5	nt	nt	1	nt	nt	nt	-4	C[C@H]1CN([C@@H](C)CO)S(=O)(=O)c2ccc(Br)cc2O[C@@H]1CN(C)C(=O)Nc1ccc2c(c1)OCO2
7	2.7	-7	2	-6	3	-7	108	15	CC(C)(C)OC1NS(=O)(=O)OCC1NCOC(Cl)(Cl)Cl (configuration not stated)
-6	-1.6	42	-2	3	3	-10	83	-3	CC(=O)NC(CC(=O)N1CCN(C(C)=O)CC1)c1ccccc1 (configuration not stated)
-9	5.2	37	-12	-5	nt	8	87	-4	Cc1noc(-c2ccc(C(F)(F)F)cc2)c1NC(=O)Nc1ccc(Cl)cc1
-4	-2.1	48	1	-1	1	-5	98	1	CCCc1cc(=O)[nH]c(N/N=C/C=C\c2ccccc2)n1
-5	-0.5	-7	-2	-6	-3	-9	106	-2	CN(C)c1cccc(Oc2nc3c(c(=O)n(C)c(=O)n3C)n2C)c1

In another format: results already given.
canonical_smiles	CRFBP-R2 block	CRFR2-BP ag	PHOSPHO1 inh	IDE inh	GalR3 antagonist	IDE cell activ	p-CIP stab down	MEKK3 PB1 HTS	CHRM4 PAM
CCOc1ncccc1C(=O)Oc1ccc2c(c1)OCO2	38	0.3	-51	0	-3	5	-2	108	-6
COc1cc(C(=O)NCc2ccc(C)cc2)ccc1OC(F)F	-3	-2.9	7	-2	2	4	1	97	17
CCCC(=O)N(Cc1cc(=O)[nH]c2ccccc12)c1ccccc1OC	1	-0.3	11	6	-11	-4	-17	106	0

The list continues:
CRFBP-R2 block	CRFR2-BP ag	PHOSPHO1 inh	IDE inh	GalR3 antagonist	IDE cell activ	p-CIP stab down	MEKK3 PB1 HTS	CHRM4 PAM	Compound
-15	5.5	-18	0	nt	1	-13	101	7	Cc1cc2ccccc2n1CCNC(=O)Cc1cccc2ccccc12
5	-1.1	-6	8	-6	-2	-6	108	1	CCOC(=O)N1CCC(NC(=O)c2cc3c(-c4ccc(OC)c(OC)c4)nn(C)c3s2)CC1
20	-1.3	nt	5	-4	-2	nt	nt	7	COc1cc(OC)c(C(=O)OCC(=O)Nc2ccc(N3CCOCC3)cc2)cc1OC
-6	0.9	23	5	0	4	2	100	6	COc1ccc(CNC(=O)[C@H](C)NC(=O)C2CCN(C(=O)[C@H](CCSC)NC(=O)OC(C)(C)C)CC2)cc1
3	1.7	24	3	-7	-8	-2	97	-2	O=C(c1ccc(CNS(=O)(=O)c2ccc(Br)cc2)cc1)N1CCCCC1
nt	nt	-3	-2	-5	nt	-6	122	nt	Cc1ccc(-n2c(SCC(=O)Nc3cccc(C)c3)nc3c(oc4ccccc43)c2=O)cc1
-22	-1.5	nt	10	-7	2	nt	nt	15	COc1cccc(OC)c1C(=O)OCC(=O)N(c1ccccc1)C1CCCCC1
50	-3.8	13	4	1	1	-3	99	3	COc1ccc(NC(=O)Nc2cc(C)ccc2OC)cc1
-22	-9.3	23	2	-1	6	-2	101	3	O=C(Nc1ccc(F)cc1F)c1ccc(S(=O)(=O)N2CCCCC2)cc1
-21	6.1	-28	0	-3	2	2	98	-5	COc1ccccc1NC(=O)NC(=O)N(C(C)C)S(C)(=O)=O
-2	-0.8	4	0	10	4	-5	84	-6	COCCNC(=O)C(c1ccccc1C)N(C(=O)Cn1nnc2ccccc21)c1cccnc1 (configuration not stated)
16	-3.0	-5	2	-3	2	-15	100	-4	CCC(C(=O)Nc1ncn[nH]1)(C(F)(F)F)C(F)(F)F
-19	-0.1	11	1	-4	1	-7	110	12	CCc1ccc(NC(=O)CCNS(=O)(=O)c2cccc3nonc23)cc1
-12	-1.4	19	5	-5	0	1	102	5	Cc1ccc(NC(=O)C2(S(=O)(=O)c3ccc(Cl)cc3)CC2)cc1
-18	2.6	20	4	-9	1	-8	104	-7	O=C(NCc1ccccn1)Nc1ccc(F)cc1F
-5	0.6	nt	nt	0	1	nt	nt	-4	Cc1ccc(C(C)C)cc2c(C)ccc1-2
-1	-3.3	-8	-4	-4	3	-12	93	-10	NC(=O)CSc1nnc2ccc(-c3ccco3)nn12
0	-1.1	-8	3	-9	1	-3	98	4	Cc1cccc(NC(=O)CSc2nc3nc(C)cc(C)n3n2)c1
12	-1.3	-13	-6	-9	5	-7	71	5	O=C(Nc1ccccc1N1CCOCC1)c1cc2c(s1)CCCCC2
-14	0.2	-13	2	-4	1	0	97	-2	CN=c1scc(C)n1/N=C/c1ccc(O)cc1O
-26	0.1	5	-6	-4	2	8	101	6	Cc1ccc(Nc2nc3ccccc3s2)cc1
34	6.3	-18	3	0	-5	-2	104	6	CCOC(=O)c1cnn(-c2c(Cc3ccccc3)c(C)nc3c(-c4ccccc4)c(C)nn23)c1N
-6	1.7	-4	2	-1	2	-15	102	-7	CC(O)c1cccc(NC(=O)CCC(=O)O)c1 (configuration not stated)
8	-2.2	-11	6	-7	-5	-3	99	-12	Cc1ccc(C(=O)NCCCNc2ccccc2[N+](=O)[O-])cc1
-3	0.6	29	1	-4	2	0	95	-3	Cc1cc(OC(C)C(=O)N2C[C@H]3C[C@@H](C2)c2cccc(=O)n2C3)c2c(C)c(C)c(=O)oc2c1 (some centres not stated)
18	-0.5	12	1	-5	-5	-11	101	-3	Cn1c(N)c(C(=O)CSc2nc3ccccc3c(=O)n2CCCN2CCOCC2)c(=O)n(C)c1=O
-11	12	-2	3	-6	3	-8	94	-6	COc1cccc(N2CCN(Cc3nc4scc(-c5ccccc5)c4c(=O)[nH]3)CC2)c1
-4	-0.2	nt	3	-11	0	5	104	-5	CC1CN(c2nc(Nc3ccccc3F)nc(N)c2[N+](=O)[O-])CC(C)O1 (configuration not stated)
-1	-1.6	9	11	-1	4	-4	102	0	O=C(Nc1ccc(C(F)(F)F)cc1)C1CC(=O)N(c2ccc3c(c2)OCCO3)C1 (configuration not stated)
14	1.1	16	-1	-13	2	1	102	7	N=C1C(c2ccc(Br)cc2)=C(O)C2CCc3ccccc3N12 (configuration not stated)
9	-1.5	nt	1	-3	nt	nt	nt	1	COc1ccccc1C(=O)Nc1ccc(Nc2ccccc2)cc1
0	-1.0	nt	nt	-6	-1	nt	nt	-1	O=C(NCCc1ccccc1F)C1CC(=O)N(c2cccc(C(F)(F)F)c2)C1 (configuration not stated)
3	1.4	51	3	-1	-2	-10	100	-2	COc1ccc(C(=O)ON=C2C=C(C)C(=O)C(C)=C2)cc1
3	-0.8	-17	3	-5	1	6	102	3	Cc1nn(C(=O)c2ccco2)c(C)c1CN1C(=O)c2ccccc2C1=O
66*	-1.3	9	3	nt	-5	-8	95	-8	CC1=CC(C)(C)N2C(=O)C3(C(C#N)=C(N)Oc4cc(O)ccc43)c3c(C)c(C)cc1c32 (configuration not stated)
2	3.9	6	0	-3	6	-12	89	-10	C=CS(=O)(=O)c1ccc(Oc2ccc(S(=O)(=O)C=C)cc2)cc1
-4	3.6	-4	-10	-5	-3	6	99	-1	O=C(COC(=O)CNC(=O)c1ccco1)Nc1ccccc1OC(F)F
-4	0.6	-2	4	-2	4	-11	108	-3	CCN1CCN(CC(=O)Nc2cc(F)ccc2C)CC1
-10	-1.8	23	2	-5	3	2	94	-10	COc1ccc(NC(=O)CSc2nnc(-c3ccccn3)n2N)cc1
5	-1.2	16	3	-6	1	7	103	-3	COC(=O)CCCCC1SCC(NC(=O)c2ccccc2)C1=O (configuration not stated)
-14	-1.4	11	2	-10	0	0	101	-6	Cc1onc(-c2ccccc2)c1C(=O)N/N=C/C(Br)=C/c1ccccc1
-6	-0.6	nt	5	-9	6	nt	nt	-8	O=C1OC[C@H]2CCCN2C(=O)[C@@H](CC(=O)N(CCO)Cc2ccccc2)C/C=C\C[C@@H]1Cc1ccc(F)cc1
-3	-0.9	nt	2	-2	-1	nt	nt	-2	COc1ccc(CCN2CC(C(=O)Nc3nccs3)CC2=O)cc1OC (configuration not stated)
-3	-0.8	24	-2	1	1	2	104	-2	Cc1c(CCO)c(=O)[nH]n1S(=O)(=O)c1ccc(Cl)cc1Cl
48	9.0	18	-5	-1	-2	-19	112	-4	CCOc1ccc(S(=O)(=O)n2cnc3cc(C)c(C)cc32)cc1
-7	-1.2	nt	-5	-4	4	nt	nt	3	Cc1ccccc1OCC(=O)Nc1nnc(C2CC2)s1
-30	0.1	29	3	-3	3	-7	105	7	CC(=O)Nc1ccc2nc(-c3cccn3C)[nH]c2c1
3	4.2	12	4	nt	2	-17	120	-2	Cc1cc(NC(=O)c2cc(C3CC3)on2)no1
10	-2.9	nt	-2	3	2	nt	nt	14	COc1ccc(-c2cn(Cc3ccc(C(N)=O)cc3)c(CCN)n2)cc1
-33	2.4	nt	-3	-7	4	nt	101	-6	Cc1nc2ccc3nc(NC(=O)c4ccco4)sc3c2s1
-2	0.7	34	3	2	2	-13	112	9	Cc1cc(NC(=O)Cc2ccccc2)nc2c1c(=O)oc1ccccc12
-3	-2.2	nt	nt	0	1	nt	nt	3	Cc1ccc(NC(=O)COC(=O)c2cc(=O)c3cc(F)ccc3o2)cc1

From PubChem BioAssay
